aGlu spleen mod – inhibits or activates alpha-glucosidase in human spleen homogenate. P10253. human spleen homogenate, 4-MU-alpha-glucoside fluorescence. actives 0.006% (n = 240,000). Potency, µM (titrated, usually from 79.9 µM), inactives show at the highest dose activity change, negative = inhibition, usual class: inhibitors;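 note: 0% = enzyme with vehicle and -100% = no enzyme basal signal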
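Human spleen homogenate (1 ug) incubated with compounds and 1 mM 4-methylumbelliferyl-alpha-D-glucopyranoside in pH 5.0 citrate/phosphate buffer, 37 C, 40 min. Stopped at pH 10; 4-MU fluorescence (Ex 365/Em 440 nm); AC50 by Hill fit.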
Epigenetic derep – derepresses silenced GFP reporter in murine cells; murine LDR cells, GFP reporter derepression, 30 h; Potency, µM (doses to about 53.9 µM), inactives show at the highest dose GFP activation, usual class: activators; actives 0.2% (n = 280,000); AID 1865; note: % of control where 0% means no effect; nearly all actives have a fitted effect of over 60% in size
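Murine LDR cells bearing a silenced CMV-driven GFP reporter were exposed to compound for 30 h at 37 C. After PBS washes, GFP-positive cells (20-120 um objects) counted by laser-scanning microplate cytometry.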
GAA glycogen mod – inhibitors or activators of human alpha-glucosidase glycogen cleavage; P10253; recombinant GAA, glycogen substrate, Amplex Red glucose oxidase fluorescence; Potency, µM (highest dose often 76.4 µM), for inactives: top-dose activity change, negative = inhibition, most hits filed as inhibitors; AID 2100; actives 0.38% (n = 300,000);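 note: 0% = full enzyme reaction and -100% = no-enzyme basal signal; the screen sought inhibitors and activators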
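Recombinant human enzyme (4 nM); glycogen substrate; 37 C, 40 min, pH 5.0. Readout: coupled glucose oxidase/Amplex Red fluorescence.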
GLA spleen mod – inhibits or activates alpha-galactosidase in human spleen homogenate | P06280 | human spleen homogenate, 4MU-alpha-Gal fluorescence, 40 min | Potency, µM (doses to about 80 µM), without a hit: top-dose activity change, negative = inhibition, hits mostly inhibitors | actives 0.008% (n = 240,000) | AID 2107;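 note: 0% = enzyme with vehicle and -100% = no enzyme basal signal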
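Human spleen homogenate (1 ug) was the enzyme source, with 4-methylumbelliferyl-alpha-D-galactopyranoside (1 mM final) in pH 5.0 citrate buffer with 0.01% Tween-20. Compounds were titrated; after 40 min at 37C, NaOH/glycine stop, 4-MU fluorescence read; AC50 from Hill fits.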
Tau fluor cs – counter-screen for tau fibril formation inhibitors; tau K18 P301L (four-repeat tau fragment) Alexa594 fluorescence, heparin fibrillization; Potency, µM (doses to about 57.7 µM), for the others: at the highest dose activity change, negative = decrease; actives 0.93% (n = 280,000); note: % is set by controls: 0 for no effect and ±100 for the full control effect; nearly all actives have a fitted effect of over 55% in size
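Human K18 P301L tau (15 uM unlabeled plus 0.24 uM Alexa 594-labeled, final) in 100 mM sodium acetate pH 7 was mixed with compound and 20 uM heparin and incubated 6 hr at 37 C.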
ALDH1A1 inh – inhibitors of human aldehyde dehydrogenase 1A1. P00352. Purified ALDH1A1, NADH fluorescence, propionaldehyde substrate. Potency, µM (top dose mostly 75.3 µM), for the others: top-dose activity, negative = inhibition, most hits filed as inhibitors. actives 7.3% (n = 220,000); active = well fitted inhibition curve with a large enough effect, not every such curve was filed as active; inconclusive = small, poorly fitted or top-dose-only effect, or another doubt; inactive = no such curve, though single readings can be large or run the other way;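 note: plate controls were no enzyme wells and a reference inhibitor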
Target sequence (P00352 whole entry, looked up): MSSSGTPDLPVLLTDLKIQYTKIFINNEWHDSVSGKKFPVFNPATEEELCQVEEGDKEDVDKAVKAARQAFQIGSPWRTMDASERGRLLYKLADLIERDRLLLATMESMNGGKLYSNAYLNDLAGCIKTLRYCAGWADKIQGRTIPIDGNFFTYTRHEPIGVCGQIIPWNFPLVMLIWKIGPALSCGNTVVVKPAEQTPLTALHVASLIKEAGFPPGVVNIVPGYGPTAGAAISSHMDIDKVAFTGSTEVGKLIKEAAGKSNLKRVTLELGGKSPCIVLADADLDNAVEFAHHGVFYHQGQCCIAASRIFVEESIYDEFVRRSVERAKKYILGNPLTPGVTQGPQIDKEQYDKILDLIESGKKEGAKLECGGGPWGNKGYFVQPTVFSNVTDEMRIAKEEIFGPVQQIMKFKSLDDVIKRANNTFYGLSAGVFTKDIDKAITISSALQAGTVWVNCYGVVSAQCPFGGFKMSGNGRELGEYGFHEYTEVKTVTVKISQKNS
GAA inhib – inhibitors of human lysosomal alpha-glucosidase; Potency, µM (highest dose often 76.9 µM), inactives show at the top dose activity change, negative = inhibition, usual class: inhibitors; P10253; purified human GAA, 4-MU-alpha-glucoside fluorescence; actives 0.005% (n = 200,000);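 note: plate controls were uninhibited enzyme wells for no effect and no-enzyme background for full effect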
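Fluorogenic assay: 4 nM human alpha-glucosidase with 400 uM 4-methylumbelliferyl-alpha-D-pyranoside in 50 mM citrate/phosphate, 0.005% Tween-20, pH 5.0, 20 min at room temperature. Compounds tested up to 77 uM; AC50 from Hill fits.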
NPSR antag – neuropeptide S receptor (human) antagonism, cAMP; Q6W5P4; actives 1% (n = 220,000); CHO-NPSR cells, cAMP TR-FRET, antagonist mode; Potency, µM (doses to about 38.3 µM), for inactives: top-dose activity change, negative = inhibition, actives largely listed as inhibitors; note: % is set by controls: 0 for no effect and ±100 for the full control effect; nearly all actives have a fitted effect of over 50% in size; many of its hits are not listed in these tables
Target sequence (Q6W5P4 whole entry, looked up): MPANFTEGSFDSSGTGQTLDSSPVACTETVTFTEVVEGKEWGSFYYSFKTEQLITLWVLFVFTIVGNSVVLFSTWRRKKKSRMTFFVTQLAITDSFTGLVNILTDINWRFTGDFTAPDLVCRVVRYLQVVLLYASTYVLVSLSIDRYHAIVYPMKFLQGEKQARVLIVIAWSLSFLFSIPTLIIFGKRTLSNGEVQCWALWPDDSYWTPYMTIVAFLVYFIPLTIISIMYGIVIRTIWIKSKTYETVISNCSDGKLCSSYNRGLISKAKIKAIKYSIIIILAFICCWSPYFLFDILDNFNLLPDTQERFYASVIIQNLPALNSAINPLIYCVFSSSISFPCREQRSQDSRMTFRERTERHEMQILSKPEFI
* marks the source's active call; other numbers are inactive results; u = inconclusive; x = no result given; & = joins results of further samples; [ ] = dose if it differs, or a comment. Unless noted, calls come from the whole dose curve; as a rule, active = well fitted curve in the direction sought with a large enough effect; inconclusive = small, poorly fitted or top-dose-only effect, or another doubt; inactive = no such curve, though single readings can be large; an effect the other way counts as inactive or inconclusive. Potency is the fitted concentration of half-maximal effect. Not all compounds are listed. The share of hits here may be higher or lower than overall.

SMILES	aGlu spleen mod	Epigenetic derep	GAA glycogen mod	GLA spleen mod	Tau fluor cs	ALDH1A1 inh	GAA inhib	NPSR antag
COC(=O)c1ccc(C2C(C(=O)OC(C)C)=C(C)N=C3SCCC(=O)N32)cc1 (stereo unspecified)	-10%	-4.7%	-6%	-20%	-7%	-9%	-5%	-6%[46.1 µM]
O=C(CSc1nnc(-c2cccnc2)n1Cc1ccco1)c1ccc(Br)cc1	6%	-9.5%	-3%	5%	-4%	-19%	-3%	-8%[46.1 µM]
O=C(Cc1coc2cc3c(cc12)CCC3)OCC(=O)N1CCCC1=O	1%	-3.8%	-20%	-3%	-13%	-6%	u	-2%
CCN(CC)CCNC(=O)Cc1nn(CC)c(=O)c2ccccc12	-3%	0.0%	-7%	-12%	2%	6%	-5%	-4%[46.1 µM]
C=CCOc1ccc(CNn2cn[nH]c2=S)cc1	-6%	2.1%	0%	-4%	-6%	u	8%	-6%[46.1 µM]
COC(OC)c1ccnc(-c2ccc(OC(=O)c3cccs3)cc2)n1	x	-1.3%	-10%	0%	-14%	4%	-8%	-12%
O=C(NCC(O)CN1CCOCC1)c1ccc([N+](=O)[O-])cc1 (stereo unspecified)	0%	-0.1%	21%	-1%	11%	10%	-4%	13%
COc1ccc(NC(=O)c2cc(OC)c(OC)c(OC)c2)cc1S(=O)(=O)N1CCCCC1	-4%	-1.7%	-2%	-1%	-12%	-4%	-1%	15%
CCOC(=O)N1CCN(S(=O)(=O)c2ccc(C(=O)Nc3nnc(C4CC4)o3)cc2)CC1	5%	-3.0%	19%	8%	2%	2%	-3%	-5%
CCCn1ncc(CN2CCC(N3CCC(C(=O)N4CCOCC4)CC3)CC2)c1C	3%	0.0%	-13%	2%	5%	-2%	15%	4%
Cc1ccc(NC(=O)CCCc2nc3ccccc3s2)c(O)c1	3%	-3.1%	u	-12%	-17%	-1%	4%	-1%
CC(C)OC(=O)CSc1nnc(-c2cnccn2)n1-c1ccccc1	-8%	0.0%	3%	-2%	5%	10%	-6%	8%[46.1 µM]
CCn1c(=S)[nH]c2cc(Cl)ccc21	2%	2.9%	3%	1%	-5%	x	x	15%
CC1CN(C(=O)c2cc3c(=O)n4ccccc4nc3s2)CC(C)O1 (stereo unspecified)	22%	0.0%	-3%	u	3%	u	u	-1%[46.1 µM]
COc1ccccc1CNC(=O)CCS(=O)(=O)c1cccs1	4%	0.9%	4%	10%	2%	u	0%	10%[46.1 µM]
CCOc1ccc(CN2CCN(Cc3cccn3-c3cccnc3)CC2CCO)cc1 (stereo unspecified)	8%	0.1%	-5%	-6%	-10%	4%	-4%	-5%
COc1ccccc1N1CC=C(c2cccc([N+](=O)[O-])c2)NC1=O	-5%	0.3%	9%	0%	-17%	x	x	14%
O=C(O)C1CSC(c2ccc(O)c([N+](=O)[O-])c2)N1 (stereo unspecified)	0%	0.5%	10%	-1%	19%	9%	7%	13%
CCCc1ccc(C(=O)NNc2cccc(C)c2)cc1	-4%	-0.3%	16µM*	2%	-4%	x	x	11%[7.67 µM]
COCC(=O)NC1CCN(C(=O)Nc2ccc(Br)cc2)CC1	3%	1.0%	7%	8%	-8%	21%	-2%	-16%[46.1 µM]
Cc1ccc(S(=O)(=O)NCCCCCC(=O)NC(C)(C)CO)cc1	1%	-1.1%	1%	8%	-12%	7.9µM*	-12%	3%[46.1 µM]
COc1ccc(/C=N/Nc2ncc(-c3ccccc3)cn2)c(OC)c1	-5%	0.0%	1%	-10%	-19%	-13%	-3%	-3%[46.1 µM]
CC(=O)OCC1OC(C#Cc2ccccc2)C=CC1OC(C)=O (stereo unspecified)	-4%&5%[17.4 µM]	u	x	7%&4%[17.5 µM]	-10%&-11%[11.6 µM]	-10%[13.5 µM]	x	x
NS(=O)(=O)c1ccc(NC(=S)NC2CCCCC2)cc1	-3%	9.4%	0%	-3%	-3%	-12%	6%	-9%
Cc1ccccc1OCCN1C(=O)c2ccccc2C1=O	-12%	-1.1%	-3%	-10%	-20%	8%	-14%	-23%[46.1 µM]
CCn1cc(S(=O)(=O)N2CCN(Cc3ccc(F)cc3)CC2)cn1	-16%	-0.3%	-16%	2%	-1%	15%	-2%	11%
CC(C)CNc1nc(=S)nc(N(C)C)[nH]1	4%	1.3%	x	8%	u	6%	7%	-9%[46.1 µM]
C#CC(C)(CC)NC(=O)c1cc2cccc(CC=C)c2oc1=O (stereo unspecified)	x	0.0%	2%	-4%	-7%	u	-4%	4%
Cc1cccc(NC(=O)c2ccc(Cn3cc(C(F)(F)F)ccc3=O)cc2)c1	-11%	1.3%	-10%	-10%	-8%	-13%	-1%	-18%[46.1 µM]
Cc1noc(/C=C/c2ccco2)c1S(=O)(=O)N1CCC(C(=O)Nc2ccc(Cl)cn2)CC1	-5%	-1.9%	0%	-5%	2%	16µM*	1%	-22%
CCOC(=O)c1cn(-c2c(C)n(C)n(-c3ccccc3)c2=O)c2c(F)c(F)c(F)cc2c1=O	-3%	0.1%	3%	0%	-3%	x	x	16%
Cc1ccc(NC(=O)C2c3ccccc3Oc3ccccc32)nc1	-5%	0.1%	-6%	5%	-26%	-8%	-8%	u
CCCC1=C(C(=O)OCC)C(c2cc(Cl)cc(OC)c2OCC(=O)OCC)NC(=O)N1 (stereo unspecified)	-1%	-1.0%	-9%	9%	5%	1%	-5%	-17%[46.1 µM]
CCc1ccc(-c2csc3ncn(Cc4ccc(C(=O)O)cc4)c(=O)c23)cc1	2%	-0.6%	13%	-2%	-5%	5%	9%	-50%
N/C(=N\OC(=O)CCCOc1ccccc1)c1cccc(Br)c1	7%	-0.1%	15%	4%	-3%	13%	-5%	5%
COc1ccc(/C=N/NC(=O)/C(=C/c2ccccc2)CCO)cc1	-5%	0.0%	3%	1%	-11%	-6%	-3%	17%
CC(C)(C)c1csc(NC(=O)Cn2cnc3ccccc3c2=O)n1	-4%	0.8%	0%	0%	-9%	13µM*	3%	-20%[46.1 µM]
O=C(COC(=O)Cc1ccsc1)NC1CCCCCC1	6%	0.2%	4%	6%	-5%	-1%	1%	8%[7.67 µM]
CCNC(=O)CN1c2cccc3cccc(c23)S1(=O)=O	3%	-1.4%	5%	0%	1%	-5%	0%	-1%[46.1 µM]
COC(=O)/C=C/C(=O)NCc1ccco1	-16%	-1.0%	-6%	-4%	-11%	7%	1%	-6%[46.1 µM]
O=C(c1ccccc1)N(Cc1ccc2c(c1)OCO2)Cc1nc2ccccc2c(=O)[nH]1	-4%	0.6%	9%	-2%	-6%	-4%	-3%	-26%[7.67 µM]
COC(=O)c1ccc(C(NC(=O)OCc2ccccc2)/C(C)=C/[C@@H](C)C(=O)NCCc2c[nH]c3ccc(OC)cc23)cc1 (stereo partly specified)	-9%	0.4%	x	3%	u	-13%	x	x
Cc1c(Cl)cccc1NC(=S)N(CCCN1CCOCC1)Cc1cccs1	-4%	-0.9%	-11%	-8%	-9%	-11%	-5%	-27%
O=C(CN1CCN(Cc2ccccc2)C1=O)NCc1ccc(Cl)cc1	0%	-0.7%	0%	5%	-8%	7%	-1%	-8%[46.1 µM]
CCCCN(C(=O)CNC(=O)c1ccco1)C(C(=O)NC1CCCC1)c1ccc(OC)cc1 (stereo unspecified)	-8%	0.0%	6%	-4%	-1%	-1%	0%	-4%[46.1 µM]
CCn1nnnc1SCC(=O)NNC(=O)C1CCCCC1	-19%	-2.3%	7%	1%	-10%	-4%	-9%	-1%[46.1 µM]
CCCCNc1nc(C)nc2c1nc(-c1ccccc1)n2CC1CCN(C)CC1	-10%	8.6%	x	2%	-5%	u	x	x
Cc1ccc(-c2csc(NC(=O)c3cc([N+](=O)[O-])ccc3N3CCOCC3)n2)cc1	-3%	5.8%	-6%	4%	-12%	-5%	-3%	-3%
CS(=O)(=O)N(Cc1cc2ccccc2[nH]c1=O)C1CCCCC1	-1%	-1.4%	6%	5%	-11%	u	-3%	-1%[46.1 µM]
COc1ccc(C(=O)NC(=S)Nc2ccc([N+](=O)[O-])cc2C)cc1OC	-1%	1.8%	1%	-1%	-22%	14µM*	-5%	-3%[46.1 µM]
CC(C)Cc1ccc(C(C)C(=N)N)cc1 (stereo unspecified)	-2%	-1.9%	9%	-6%	-10%	x	x	1%
CCOc1ncccc1C(=O)OCC(=O)c1cc(OC)c(OC)c(OC)c1	0%	-2.2%	1%	-1%	-3%	x	x	0%
O=C1Cc2ccccc2C(c2ccc(Br)cc2)N1 (stereo unspecified)	-6%	9.8%	-4%	-3%	-8%	-12%	2%	-8%[46.1 µM]
O=C(NCc1ccccn1)c1ccc([N+](=O)[O-])cc1	-4%	12%	0%	-6%	5%	1%	-9%	2%
CCOc1ccccc1NC(=O)C(NCCN(C)C)c1ccccc1 (stereo unspecified)	0%	-0.4%	8%	-2%	-6%	-12%	5%	11%
CCCS(=O)(=O)N1CCC(C(=O)NCCN2CCC(Cc3ccccc3)CC2)CC1	-5%	-0.6%	-1%	-7%	-6%	5%	4%	3%[46.1 µM]
CCN1CCc2c(sc(NC(=O)c3ccc(S(=O)(=O)N4CCOCC4)cc3)c2C(=O)OC)C1	-10%	-2.2%	-6%	-11%	-4%	-12%	3%	0%[46.1 µM]
Nc1nonc1C(=Nc1ccc(Br)cc1)NO	1%	-5.4%	-3%	3%	-11%	-5%	-11%	7%[46.1 µM]
COc1ccc(/C=C/C(=O)NC(=S)Nc2ccc(S(N)(=O)=O)cc2)cc1	6%	1.1%	-1%	13%	-6%	x	x	4%[7.67 µM]

Just GAA glycogen mod and Tau fluor cs, for 4 of the compounds above:
SMILES,GAA glycogen mod,Tau fluor cs
CC(C)Cc1ccc(C(C)C(=N)N)cc1 (stereo unspecified),9%,-10%
COc1ccc(C(=O)NC(=S)Nc2ccc([N+](=O)[O-])cc2C)cc1OC,1%,-22%
CCN1CCc2c(sc(NC(=O)c3ccc(S(=O)(=O)N4CCOCC4)cc3)c2C(=O)OC)C1,-6%,-4%
CCOc1ccccc1NC(=O)C(NCCN(C)C)c1ccccc1 (stereo unspecified),8%,-6%
